CAL PDZ FP-1: inhibitors of human CAL PDZ peptide binding | Q9HD26 | purified CAL PDZ, TMR-peptide fluorescence polarization, 1 h | inhibition, % at 20 µM | actives 0.02% (n = 330,000) | AID 504414;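 active means highest replicate inhibition of at least 40%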;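 further: plate controls were DMSO neutral control wells for no effect and unlabeled competitor peptide control wells for full effect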
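Read-out basis: mP drop reported as inhibition | Assay system: Tagged CAL PDZ protein CerCALP, purified | Benchmarks: Unlabelled peptide for full inhibition, DMSO wells as neutral | Schedule: 1 h incubation at room temperature before polarization reading | Buffer or medium: Sodium phosphate/NaCl buffer pH 7.4 with TCEP, IgG, Thesit | Doses: Single point, 20 µM | Measured by: Fluorescence polarization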
RTF Ca sens inh: cardiac RTF calcium desensitization; inhibition, % at 7.15 µM; P19429+P45379; IANBD-labeled cardiac RTF, Ca2+ fluorescence; AID 493244; actives 0.12% (n = 340,000);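 active means inhibition above the mean inhibition of all tested compounds plus 3 SD, cut at about 17% in these data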;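 further: assay run at fixed EC70 calcium of 1.6 mM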
CAL PDZ FP-2: CAL PDZ (human) peptide binding inhibition. Q9HD26. actives 0.92% (n = 300,000). inhibition, % at 24.9 µM. purified CAL PDZ, TMR-peptide fluorescence polarization, 1 h. AID 602252;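 active means mean inhibition of at least 30% with at least half of replicates also reaching 30%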;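 further: 0% = DMSO neutral control and 100% = excess unlabeled competitor peptide PRC23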
C-LANA FP: KSHV C-LANA DNA binding inhibition; AID 504423; actives 0.078% (n = 340,000); inhibition, % at 9 µM; MBP-C-LANA/FAM-LBS DNA binding, fluorescence polarization;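 active means highest replicate inhibition at or above 60% at 9 µM, even if other replicates fall short; inactive means all replicates below 60% inhibition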;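 further: 0% = neutral control wells and 100% = 4 µM acridine orange control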
RTF Ca sens act: cardiac RTF calcium sensitization; IANBD-labeled TnC RTF fluorescence at EC20 calcium; 0% EC20 calcium, 100% full calcium; actives 0.24% (n = 340,000); P19429+P45379; AID 493008; activation, % at 7.2 µM;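 active means activation above the mean over all tested compounds plus 3 SD, cut at about 30% in these data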;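 further: rise in fluorescence read as greater calcium sensitivity of cardiac thin filaments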
SR-BI DiI-HDL act: SR-BI HDL lipid transfer activation | actives 0.096% (n = 320,000) | CHO ldlA[mSR-BI] cells, DiI-HDL uptake fluorescence, 3 h; 100 = double the neutral-control signal | AID 504775 | activation, % at 12.5 µM;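 active means mean replicate activation of at least 60% and every replicate at or above 60%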;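 further: 0% = median plate neutral-control signal and 100% = twice that signal; values of inactives mirror those of a sister screen read the other way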
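Test system: SR-BI-overexpressing, LDLR-lacking CHO cells; Medium: Ham's F12 with 0.5% BSA, HEPES 25 mM, pH 7.4; Schedule: 3 h, 37 °C; Technique: bottom-read fluorescence, 550/595 nm.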
PKA-R2B act: activates the human PKA-R2B holoenzyme complex | actives 0.079% (n = 340,000) | activation, % at 11.4 µM | P22694+P31323 | PKA-R2B holoenzyme dissociation, Cy5-IP20 fluorescence polarization; R2B truncated from residue 108, S112A mutant; 0% DMSO only, 100% 113 µM cGMP | AID 504700;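 active means activation above a cutoff set at the mean over all compounds plus 3 SD, cut at about 18% in these data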;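 further: higher means more holoenzyme dissociation and a rise in polarization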
Rtt109 Vps75: inhibitors of Candida albicans Rtt109/Vps75 histone acetyltransferase | inhibition, % at 34.9 µM | actives 0.16% (n = 330,000) | purified Rtt109/Vps75, ThioGlo CoA-SH fluorescence, 4 h | Q5AAJ8;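 active means inhibition of at least 50% in every replicate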
Target sequence (Q5AAJ8 whole entry, looked up): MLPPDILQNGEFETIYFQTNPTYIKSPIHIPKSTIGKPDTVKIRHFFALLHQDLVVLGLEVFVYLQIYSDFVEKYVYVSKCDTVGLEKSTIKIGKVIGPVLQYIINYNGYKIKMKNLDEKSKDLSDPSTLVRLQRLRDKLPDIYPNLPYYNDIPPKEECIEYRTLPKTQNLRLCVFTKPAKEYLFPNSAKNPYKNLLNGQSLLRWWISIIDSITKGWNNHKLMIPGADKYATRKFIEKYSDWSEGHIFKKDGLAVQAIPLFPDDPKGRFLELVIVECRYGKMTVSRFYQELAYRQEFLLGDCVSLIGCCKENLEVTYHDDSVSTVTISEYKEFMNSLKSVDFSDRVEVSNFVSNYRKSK
DAGLB inhibitor: diacylglycerol lipase beta (human) inhibition; Q8NCG7; HEK293T DAGLB membrane lysate, EnzChek fluorogenic substrate; inhibition, % at 5.17 µM; actives 0.059% (n = 340,000); in the data active means inhibition above about 34%;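 further: 0% = enzyme with vehicle and 100% = wells lacking enzyme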
Keap1 Nrf2 FP: Keap1-Nrf2 (human) interaction inhibition | inhibition, % at 9.4 µM | Keap1 Kelch-Nrf2 peptide fluorescence polarization, 1536-well | AID 504523 | Q14145 | actives 0.15% (n = 340,000); in the data active means inhibition above about 12%;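 further: human Keap1 Kelch domain with fluorescein labeled Nrf2 9mer peptide probe; 0% = neutral control wells and 100% = peptide positive control; higher means more block of Keap1 binding to Nrf2 peptide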
Target sequence (Q14145 whole entry, looked up, the tested form may be a part): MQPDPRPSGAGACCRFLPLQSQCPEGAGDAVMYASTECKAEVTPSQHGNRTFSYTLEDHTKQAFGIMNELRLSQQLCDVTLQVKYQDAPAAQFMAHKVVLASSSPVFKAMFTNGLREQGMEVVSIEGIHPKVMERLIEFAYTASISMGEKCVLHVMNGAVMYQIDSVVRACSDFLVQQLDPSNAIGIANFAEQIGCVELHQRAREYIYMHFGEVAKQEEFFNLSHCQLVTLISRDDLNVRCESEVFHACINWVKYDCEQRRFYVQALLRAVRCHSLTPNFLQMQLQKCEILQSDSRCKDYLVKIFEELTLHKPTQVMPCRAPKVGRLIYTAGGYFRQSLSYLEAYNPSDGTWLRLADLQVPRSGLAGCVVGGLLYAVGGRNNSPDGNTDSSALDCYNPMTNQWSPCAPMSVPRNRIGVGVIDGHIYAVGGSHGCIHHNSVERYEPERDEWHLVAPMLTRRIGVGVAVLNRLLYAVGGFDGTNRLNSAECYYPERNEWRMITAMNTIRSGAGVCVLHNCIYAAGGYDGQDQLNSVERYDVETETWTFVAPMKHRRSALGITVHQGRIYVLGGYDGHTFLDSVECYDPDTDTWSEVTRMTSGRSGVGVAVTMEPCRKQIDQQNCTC
Starred values were filed as active, the others as inactive; . = no result given.

Start of the data: the first 2 entries, to show the layout:
Structure | CAL PDZ FP-1 | PKA-R2B act | CAL PDZ FP-2 | RTF Ca sens act | SR-BI DiI-HDL act | Keap1 Nrf2 FP | Rtt109 Vps75 | C-LANA FP | RTF Ca sens inh | DAGLB inhibitor
CC(C)c1ccccc1NC(=S)NC1CCCCC1 | -2.7 | 4.5 | -3.0 | -0.2 | -21.5 | 3.7 | 11.8 | -0.9 | 2.8 | -0.2
CCN(CC)C(=O)COc1ccc(/C=C(\C#N)S(=O)(=O)c2ccccc2)cc1OC | 0.3 | -8.7 | . | -3.6 | 9.5 | -3.4 | -6.1 | -0.8 | -17.0 | -1.6

Results, from the first entry:
Structure | CAL PDZ FP-1 | PKA-R2B act | CAL PDZ FP-2 | RTF Ca sens act | SR-BI DiI-HDL act | Keap1 Nrf2 FP | Rtt109 Vps75 | C-LANA FP | RTF Ca sens inh | DAGLB inhibitor
CC(C)c1ccccc1NC(=S)NC1CCCCC1 | -2.7 | 4.5 | -3.0 | -0.2 | -21.5 | 3.7 | 11.8 | -0.9 | 2.8 | -0.2
CCN(CC)C(=O)COc1ccc(/C=C(\C#N)S(=O)(=O)c2ccccc2)cc1OC | 0.3 | -8.7 | . | -3.6 | 9.5 | -3.4 | -6.1 | -0.8 | -17.0 | -1.6
NCCNC[C@@H]1COC2(CCCCCCCCCCC2)O1 | -1.1 | . | . | . | -0.7 | -0.9 | 7.2 | -2.7 | . | .
O=C1S/C(=C\C=C\c2ccco2)C(=O)N1c1ccc(O)cc1 | -1.5 | -9.2 | -3.0 | 4.8 | 14.6 | -3.3 | 23.6 | -0.1 | -9.4 | -3.9
CCOC(=O)c1sc(N2C(=O)C(O)=C(C(=O)c3ccco3)C2c2cccc([N+](=O)[O-])c2)nc1C (stereo unspecified) | -3.5 | -15.3 | . | 1.6 | -4.0 | 1.0 | 32.6 | -0.2 | -9.9 | 17.4
O=C1CC(N2CCC(c3nc4ccccc4s3)CC2)C(=O)N1Cc1ccccc1 (stereo unspecified) | -1.0 | -7.2 | -10.1 | 0.4 | 9.0 | -2.1 | -3.6 | 1.2 | -6.2 | -8.2
CC(C)(C)c1nc(SCC(=O)N2CCCC2)c2ccccc2n1 | -0.5 | 1.7 | -4.9 | 3.3 | -19.0 | -4.3 | 2.9 | -0.7 | -10.8 | -0.1
O=C(CN1CCCCC1)Nc1ccc(F)c(Cl)c1 | -1.8 | -0.4 | -5.5 | -0.6 | -13.8 | -1.2 | 0.2 | -1.3 | -1.4 | 1.7
CCc1cccc(CC)c1NC(=O)C1SC(=Nc2ccccc2C)C(c2nc3ccccc3s2)=C1N (stereo unspecified) | -2.2 | -7.6 | -4.5 | 2.3 | -34.1 | -1.9 | -0.1 | -2.1 | 1.2 | -10.1
S=c1[nH]nc(COc2ccc(Cl)cc2)n1Cc1ccccc1 | -2.0 | 5.5 | -0.7 | -3.3 | -11.9 | -2.6 | -0.3 | 0.0 | 4.0 | 4.0
CC(=O)N1CC(C)Sc2ccc(S(=O)(=O)NC(C)c3ccccc3)cc21 (stereo unspecified) | -0.9 | 1.1 | 0.2 | -5.0 | -3.8 | 2.5 | 13.3 | 0.9 | -7.8 | -1.4
COc1ccc(/C=N/Nc2nc(-c3ccc(Cl)cc3)cc(C(F)(F)F)n2)cc1OC | -0.1 | 1.2 | -1.9 | 1.6 | -8.9 | -1.6 | 0.6 | -1.8 | -0.8 | -6.4
COc1ccc(N2CCN(C(=O)COC(=O)CNC(=O)c3ccccc3)CC2)cc1 | -1.3 | 6.3 | -2.7 | -6.3 | 11.4 | -6.6 | -1.3 | 0.6 | -1.2 | 1.8
O=C(O)C1CCCN(S(=O)(=O)c2ccccc2[N+](=O)[O-])C1 (stereo unspecified) | -1.2 | -0.1 | -7.5 | 4.8 | 27.5 | -0.7 | -7.4 | 0.8 | 2.1 | 0.5
CCC(CC)c1nnc(NC(=O)c2ccc([N+](=O)[O-])cc2)s1 | -1.2 | -11.9 | -0.8 | -7.6 | 18.1 | 1.3 | -4.5 | 0.7 | -27.9 | 3.7
O=C(NNC(=S)Nc1cccc(C(F)(F)F)c1)c1cccc(Cl)c1 | -0.4 | -1.6 | -2.9 | -2.9 | -24.0 | -3.3 | 0.9 | -1.4 | 2.3 | 4.6
Cc1nc(SCC(=O)N2CCc3ccccc32)n[nH]1 | 0.4 | -9.2 | -3.6 | -2.3 | -3.7 | -4.8 | 9.3 | -1.0 | -4.8 | -3.0
O=C(NCCc1ccccc1)c1cnc2ccccn2c1=O | -1.9 | -17.8 | -3.4 | 0.2 | 1.0 | -5.4 | . | 1.0 | -5.1 | -2.0
COC(=O)c1ccc(NC(=O)CSc2nnc(C)n2-c2ccccc2)cc1 | -1.0 | -6.0 | -4.1 | 10.9 | -4.3 | -5.6 | 2.8 | -0.6 | 2.0 | -1.9
CN(CC(=O)Nc1ccc2c(c1)OCCO2)S(=O)(=O)c1ccc(Br)s1 | . | -12.6 | 0.4 | -3.1 | 7.4 | -5.1 | 12.1 | 0.8 | -4.6 | -4.5
O=S(=O)(c1ccccc1)c1ncc(C(F)(F)F)cc1O | -2.5 | -11.8 | 2.7 | 1.8 | 17.9 | -2.7 | . | 0.9 | -1.7 | 0.1
CC(=O)c1cccc(NC(=O)Nc2cccnc2)c1 | -2.2 | 0.1 | -5.4 | -0.3 | -8.3 | -0.5 | 6.5 | -0.5 | 3.3 | -4.5
c1ccc2[nH]c(CN3CCOCC3)nc2c1 | -1.2 | -3.9 | -0.9 | 5.2 | 16.8 | -7.2 | 10.4 | -0.5 | -7.5 | 1.5
C#CCNC(=O)C1=C[C@@H](C2CCCCC2)C[C@@H](OCc2ccc(CO)cc2)O1 | -1.0 | -4.4 | 0.6 | -8.0 | 2.9 | -3.2 | 5.1 | -0.3 | -4.4 | -4.7
O=C(c1ccccc1)N1CCN(S(=O)(=O)c2ccc(Cl)c(C(F)(F)F)c2)CC1 | -0.2 | 9.3 | -2.4 | 0.8 | 23.2 | -2.3 | 0.1 | -0.4 | -2.4 | -1.4

Next section
Structure | CAL PDZ FP-1 | PKA-R2B act | CAL PDZ FP-2 | RTF Ca sens act | SR-BI DiI-HDL act | Keap1 Nrf2 FP | Rtt109 Vps75 | C-LANA FP | RTF Ca sens inh | DAGLB inhibitor
COc1cc(N2CCCC2)c(OC)cc1C=O | -2.5 | 1.4 | 4.1 | 8.1 | -3.9 | -3.9 | 2.6 | -1.7 | -11.8 | 2.5
COc1ccc(NC(=O)c2cc3c([nH]c4ccccc43)c(C)n2)cc1 | -1.9 | -6.8 | -1.7 | -5.3 | -16.0 | 2.3 | . | -1.2 | 9.2 | -0.8
CCCc1cc(-c2n[nH]c(C(=O)OCC)c2-c2cscn2)c(O)cc1O | -1.1 | 0.2 | . | -3.4 | -17.5 | -1.4 | -4.8 | -0.8 | -7.1 | 2.0
O=C(c1ccc(OC2CCN(Cc3cccc(F)c3)CC2)cc1)N1CCCCC1 | -0.6 | -2.0 | -2.3 | -3.5 | -51.3 | -4.1 | -0.8 | -0.1 | 2.7 | -0.9
Cc1cccc2cc(COC(=O)C3CCCO3)c(=O)[nH]c12 (stereo unspecified) | -0.3 | -4.6 | 0.8 | -2.0 | 7.7 | 0.0 | -3.5 | 0.7 | -2.8 | 0.4
O=C(CSc1ncnc2c1oc1ccccc12)N1CCN(c2ccccc2)CC1 | -0.4 | -5.8 | -1.7 | 2.1 | -3.8 | -4.1 | -4.9 | -0.9 | 10.0 | -1.7
Cc1ccc(Nc2nc(C)nc3c2oc2ccccc23)cc1 | -4.1 | -4.0 | -3.6 | 6.0 | -10.8 | -2.3 | -5.7 | -1.4 | -1.0 | -12.7
Cc1ccc(CNC(=S)N2CCOCC2)cc1 | 0.1 | -10.8 | . | 0.6 | -9.9 | -3.1 | -4.9 | -1.7 | -1.6 | -0.8
Cc1ccc(C(=O)n2nc(-c3ccco3)nc2N)cc1 | -2.2 | -5.9 | -2.5 | 0.8 | 2.7 | -4.5 | -2.9 | 1.4 | -19.9 | -2.6
Cc1nc(CNC(=O)CC2C(=O)NCCN2Cc2ccc(F)cc2)cs1 (stereo unspecified) | 0.3 | 1.5 | 2.6 | -0.5 | 19.7 | -5.0 | -2.6 | 1.1 | -14.2 | 0.6
Cc1cc(NC(=O)CCCC(=O)N(c2ccccc2)C(C(=O)NC2CCCCC2)c2cccs2)no1 (stereo unspecified) | -0.1 | 4.6 | -2.1 | -2.5 | -22.2 | -0.3 | -5.1 | -1.4 | -11.8 | 1.5
CN(C)S(=O)(=O)c1cc(NC(=O)COC(=O)CC2CC3CCC2C3)ccc1Cl (stereo unspecified) | -0.8 | -5.7 | -5.5 | 1.0 | 8.3 | 1.0 | -0.5 | -0.1 | -7.3 | -3.0
CC(=O)NNc1ccc(C(F)(F)F)cc1[N+](=O)[O-] | -2.1 | 0.9 | 0.3 | -4.2 | 16.4 | -4.4 | 16.1 | 2.3 | -6.1 | -0.6
O=C(NCc1ccc2c(c1)OCO2)C(c1ccco1)N(C(=O)c1csnn1)c1ccccc1 (stereo unspecified) | -0.8 | -5.3 | 0.5 | 1.8 | 13.9 | 1.2 | 3.6 | -0.9 | 0.4 | -0.3
Cc1ccc(NC(=O)N2CCC(c3ccccc3)C2)cc1C (stereo unspecified) | -3.3 | -1.9 | 2.6 | 2.4 | -5.9 | -2.5 | 15.3 | -1.3 | 1.5 | -9.5
Cc1ccccc1C(=O)NC(=S)NC1CC1 | -4.3 | 5.3 | -1.2 | 21.7 | 15.9 | -5.9 | -5.8 | -1.7 | -7.0 | -1.3
COc1ccc(S(=O)(=O)N2CCc3ccccc32)cc1C(=O)NCC(c1ccco1)N1CCCC1 (stereo unspecified) | -1.5 | 1.7 | . | -0.1 | 9.8 | 7.3 | 2.0 | 0.9 | -2.2 | -1.1
O=C(c1cc2c(s1)CCCC2)N1CCN(S(=O)(=O)c2ccccc2)CC1 | -2.7 | -7.8 | -4.0 | -5.0 | -1.0 | 1.6 | 17.9 | 1.1 | 2.5 | -0.4
O=C(Nc1scc(-c2ccccc2)c1C(=O)O)c1ccccc1F | -1.7 | -2.9 | -6.5 | -1.1 | 12.9 | -2.0 | 1.5 | 0.1 | 0.8 | 6.3
Cc1nn(-c2ccccc2C(=O)O)c(=O)c2ccccc12 | -0.8 | 4.1 | 2.1 | -6.8 | 18.5 | -4.9 | 1.1 | 1.0 | -6.7 | -0.6
COc1ccc(S(=O)(=O)Nc2ccc3oc4ncccc4c(=O)c3c2)cc1OC | -1.0 | 5.5 | -1.8 | 2.4 | -2.8 | -1.7 | -6.4 | 1.2 | -0.2 | -0.5
CCc1cc2c3c(c(=O)oc2cc1OC(C)C(=O)O)CCCC3 (stereo unspecified) | -0.9 | -5.0 | -2.9 | 2.2 | -7.3 | -1.6 | 5.6 | -0.1 | 1.4 | 1.4

Screens as filed in PubChem.
